Insulin prom up = MIN6 insulin promoter up-regulation; 190,000 compounds, 0.3% hits; AID 1625; MIN6 insulin promoter-GFP reporter, high-content imaging; active compounds read high; z-score at 5 µM;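 active = z-score above 3 at 5 µM with at least 500 cells counted in the well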
human PMI inhibitors = MPI inhibition at elevated mannose 6-phosphate – biochemical, fluorescence intensity, high mannose 6-phosphate, primary screen (AID 1220); recombinant PMI enzyme, coupled fluorescence intensity; higher % means a stronger effect; inhibition, % at 20 µM; hits with a dose series show IC50 in µM; 190,000 compounds, 0.66% hits
T cell HTS = modulates CD8 T cell binding to vesicles; 2C CD8+ T cell-vesicle binding, flow cytometry; active compounds read low; calls only at 7 µM; 330,000 compounds, 0.068% hits; AID 2052;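 active = response, share of CD8 T cells binding vesicles, and their 90th percentile fluorescence all below set limits, cut at about 80% in these data, passing the limit was not always enough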
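Also added: QL9-peptide-loaded Drosophila micro-vesicles bearing Ld, ICAM-1 and B7-1; Test system: purified 2C TCR transgenic mouse naive CD8+ T cells; Measured by: cytometric PE anti-B7-1 and Alexa647 anti-CD8 signals after 1% paraformaldehyde fixation; Timing: binding step 1.5 h, 37 °C, antibody labelling 20 min, ice.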
b-catenin transl = modulators of beta-catenin nuclear translocation. HeLa beta-catenin nuclear translocation, immunofluorescence imaging. nuclear translocation activity, % at 5 µM. 190,000 compounds, 0.3% hits. AID 1665;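 active = nuclear translocation activity above 50% at 5 µM, with a well cell count of 50 or more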;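 also: per-cell ratio of nuclear to cytoplasmic median beta-catenin stain intensity; plate controls were DMSO negative control for no effect and GSK-3 inhibitor IX positive control for full effect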
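Test system: human HeLa cells, endogenous beta-catenin. Times: 24 h compound exposure, 37°C. Measured by: beta-catenin immunofluorescence imaging with DAPI.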
Autophagy HCS = autophagy modulation, high-content screen; MEF GFP-LC3 puncta imaging; test concentration mostly 10 µM; calls only at 10 µM (by protocol); 190,000 compounds, 0.98% hits;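 active = percentage of spot-positive cells more than 3 SD above its plate mean, without a fluorescence outlier flag or 80% toxicity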;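 also: spot-positive cell cutoff set from DMSO-treated cells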
Lipid droplet = hepatic lipid droplet formation modulation; inhibition, % at 6.5 µM; AML12 mouse hepatocytes, oleate lipid droplets, BODIPY imaging; 240,000 compounds, 0.4% hits;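 active = lipid droplet intensity inhibited by at least 50%, with more than 500 cells counted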
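material = mouse AML12 hepatocyte cell line, fixed after treatment | also added = 100 µM oleic acid challenge | doses = compound at 6.5 µM only | schedule = overnight exposure | technique = Image-based BODIPY and DAPI two-channel analysis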
PMI inhibitors = MPI enzyme activity inhibition – biochemical, fluorescence intensity, coupled assay, primary screen (AID 1209). purified PMI enzyme, coupled fluorescence intensity; higher % means a stronger effect. inhibition, % at 20 µM; hits with a dose series show IC50 in µM. 190,000 compounds, 0.42% hits;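 also: plate controls were DMSO vehicle for no effect and wells lacking substrate for full effect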
MT stabilize HCS = microtubule stabilization, imaging screen | % tubulin-high responders, % at 10 µM | AID 2205 | 200,000 compounds, 0.83% hits | HeLa tubulin immunostaining HCS, 24 h; share of cells brighter than vehicle mean+2SD;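 active = plate Z-score above 3 for both tubulin-high and condensed-nucleus cell shares, with cell loss under 80%, at 10 µM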;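 also: anti alpha tubulin signal scored within the nucleus-defined area of each cell; some results filed as inactive read as strong as hits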
TNAP activators = human TNAP enzyme activators, primary screen, biochemical, luminescent, no phosphate acceptor, uHTS (AID 1001); purified TNAP, luminescent activation assay, no phosphate acceptor; higher activation fold means a stronger effect; 200,000 compounds, 0.03% hits; activation fold at 20 µM; hits with a dose series show EC50 in µM; in the data active = activation fold from about 3, or a potency from the dose series; inactive = the rest, 99 in 100 with activation fold below about 1.6; also: many of its hits are not listed in these tables
Insulin prom up cell count = second read-out of Insulin prom up, no call of its own (marks repeat the call); cell count; measured here: cytotoxicity, nuclei count;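 total cells summed across four imaged fields per well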
Lipid droplet cells 6.5 µM = recorded beside Lipid droplet, whose call it bears; cell count; measured here: cell count, cytotoxicity flag;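 cells counted across two imaged fields per well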
b-catenin transl cell count 5 µM = further read-out of b-catenin transl, marked with its call; cell count; measured here: cell count, cytotoxicity flag
T cell HTS vesicle-bound % = recorded beside T cell HTS, whose call it bears; double positive events, %; measured here: CD8+ vesicle-bound cell fraction;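 binding gate set so that unloaded-vesicle control wells show 10% double positive cells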
MT stabilize HCS Hoechst-high % = also measured in MT stabilize HCS; calls as there; % Hoechst-high responders; measured here: nuclear condensation Hoechst responders;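 share of cells brighter than vehicle mean plus two SD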
MT stabilize HCS cytotoxicity % = recorded beside MT stabilize HCS, whose call it bears; toxicity, %; measured here: cytotoxicity by cell density;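 0% = mean cell density of plate MIN control wells and 100% = no cells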
Autophagy HCS cell loss 18 h = second read-out of Autophagy HCS, no call of its own (marks repeat the call); toxicity, %; measured here: cell loss, nuclei count;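 cell loss after 18 h compound exposure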
* = called active by the depositor; i = inactive; nt = not tested or not shown; + = active, no number. Rule as the data show it, unless noted: active = inhibition above about 50%; inactive = the rest.

SMILES	Insulin prom up	Insulin prom up cell count	human PMI inhibitors	T cell HTS	T cell HTS vesicle-bound %	b-catenin transl	b-catenin transl cell count 5 µM	Autophagy HCS	Autophagy HCS cell loss 18 h	Lipid droplet	Lipid droplet cells 6.5 µM	PMI inhibitors	MT stabilize HCS	MT stabilize HCS Hoechst-high %	MT stabilize HCS cytotoxicity %	TNAP activators
COCCCNC(=O)C1CC(=O)N(C2CCCC2)C1 (stereo not given)	-0.57	1659	-4%	i	41	0.9	1389	i	-2	nt	nt	-4%	1.7	1.5	0.6	1.1
Cc1nc2cc(-c3ccc(Cl)cc3)nn2c(C)c1CCC(=O)NC(C)c1ccc2c(c1)OCCO2 (stereo not given)	-2.1	1251	-3%	i	19	-1.9	560	i	9	36	757	-5%	6.9	1.6	11	1.1
CCCC(=O)Nc1nc(C(=O)OCC)cs1	0.01	1565	6%	i	26	-2.9	1342	i	-4	nt	nt	-14%	1.6	1.2	5.5	0.9
CC(=O)c1ccc(NC(=O)C(C)OC(=O)c2ccc3c(c2)nc(C)n3-c2ccccc2)cc1 (stereo not given)	nt	nt	43%	i	29	0.0	929	i	17	0	547	12%	2.2	2.6	2.7	0.9
CCOC(=O)/C(=C\C=C\N1CCOCC1)C(C)=O	1.8	1157	-5%	i	58	0.2	1042	i	-1	7	761	2%	5.5	1.1	5.9	1
O=C(COc1ccc(-n2cnnn2)cc1)N1CCN(c2ccc(F)cc2)CC1	0.92	1268	-7%	i	52	-3.1	1046	i	6	nt	nt	-6%	3.6	3.7	9.3	1.2
Cc1ccc2c(N)c(C(=O)c3ccccc3)sc2n1	0.23	1099	nt	i	37	0.1	1299	nt	nt	-6	648	nt	nt	nt	nt	nt
O=c1c2c3c(sc2nc2sc(C4CC4)nn12)CCCC3	-0.65	1930	14%	i	44	-2.0	1027	i	-3	4	644	14%	3.5	2.6	7.2	1.1
Cc1oc2c(c1C(=O)Nc1cccc(C(=O)O)c1)CCCC2	nt	nt	-6%	i	7	-5.0	1183	i	-13	18	784	-7%	1.2	2.5	9.6	1
COc1ccc(NS(=O)(=O)/C=C/c2ccccc2)cc1	0.14	1392	3%	i	4	-3.3	985	i	-5	4	642	3%	3.4	3.4	11	1.1
Cn1c2ccccc2c(=O)c2c(=O)n(C3CCCCCC3)c(C3CCCCC3)nc21	-0.48	1182	-9%	nt	nt	-0.3	1046	i	-6	1	548	-5%	3.8	6.4	1.7	1
O=C(NCC(O)CO)c1ccc2[nH]c3ccccc3c2c1 (stereo not given)	nt	nt	2%	i	26	1.7	1214	i	35	-9	742	3%	3.4	3.0	2.7	1.1

Single entries from above:
Result of COc1ccc(NS(=O)(=O)/C=C/c2ccccc2)cc1 in T cell HTS vesicle-bound %: 4
Result of CCCC(=O)Nc1nc(C(=O)OCC)cs1 in T cell HTS vesicle-bound %: 26

Next part
SMILES	Insulin prom up	Insulin prom up cell count	human PMI inhibitors	T cell HTS	T cell HTS vesicle-bound %	b-catenin transl	b-catenin transl cell count 5 µM	Autophagy HCS	Autophagy HCS cell loss 18 h	Lipid droplet	Lipid droplet cells 6.5 µM	PMI inhibitors	MT stabilize HCS	MT stabilize HCS Hoechst-high %	MT stabilize HCS cytotoxicity %	TNAP activators
COC(=O)c1cc(NC(=O)CC2SCCNC2=O)cc(C(=O)OC)c1 (stereo not given)	0.47	1261	-5%	i	21	-1.7	1140	i	-5	-2	727	-2%	4.9	2.3	7.0	0.9
Cc1cc(C(=O)COC(=O)c2n[nH]c3ccccc23)c(C)n1C	0.3	1920	9%	i	27	-1.5	1025	i	-2	-2	629	19%	2.1	1.1	4.2	0.8
OCCCNc1nc(-c2ccc(Cl)cc2)nnc1-c1ccc(Br)cc1	-1.1	1105	7%	i	39	-0.7	560	i	17	-4	641	6%	3.2	2.2	3.1	1
COc1ccc(C2C=C(c3ccccc3)Nc3nc(CCCO)nn32)cc1 (stereo not given)	0.07	1946	12%	i	42	-2.3	1129	i	-5	22	679	9%	2.6	1.9	6.4	0.8
N#Cc1cnn2ccc(-c3cc(N4CCOCC4)ccc3[N+](=O)[O-])nc12	-0.1	1222	0%	i	35	1.0	1105	i	43	0	720	0%	2.6	3.1	12	0.9
Cc1ccc2nc(-c3ccc(NC(=O)COC(=O)c4ccc(Br)o4)cc3)sc2c1	-0.11	1514	-6%	i	45	-0.6	1107	i	22	-2	674	3%	7.0	2.0	1.7	1.1
CCOC(=O)CNC(=O)c1nn(-c2cccc(OC)c2)c(=O)c2ccccc12	-0.9	1418	8%	i	41	-1.2	980	i	-7	0	765	9%	1.8	2.4	11	1.1
CN1C(=O)CC(C(=O)Nc2ccc(F)cc2)SC1=Nc1ccc2c(c1)OCO2 (stereo not given)	-0.49	2022	17%	i	10	-0.6	1079	i	25	9	688	18%	2.9	1.9	4.9	1.1
COC(=O)C1=C(C)Nc2c(c(=O)n(C)c(=O)n2C)C1c1ccncc1 (stereo not given)	0.13	1329	12%	i	42	0.0	488	i	-1	-10	628	8%	3.9	2.7	6.5	1
O=C(OCCN1CCCC1=O)c1cncc(Br)c1	-0.84	1005	-6%	i	59	nt	nt	i	-6	nt	nt	-6%	1.0	1.5	4.2	1.2
O=C(CSc1nnc(-c2ccccc2Cl)o1)Oc1ccc(Br)cc1	0.02	1212	-1%	i	37	-0.7	1229	i	-3	6	724	-10%	3.3	2.0	3.7	1.1
Cc1cccc(N2CCN(C(=O)c3cc4n(n3)C(C(F)(F)F)CC(c3ccco3)N4)CC2)c1C (stereo not given)	1.5	1966	21%	i	58	-2.4	1050	i	-13	28	673	24%	7.2	3.1	1.6	1.1

An excerpt from above, showing only PMI inhibitors:
Molecule	PMI inhibitors
COC(=O)C1=C(C)Nc2c(c(=O)n(C)c(=O)n2C)C1c1ccncc1 (stereo not given)	8%
O=C(OCCN1CCCC1=O)c1cncc(Br)c1	-6%

(more compounds)
SMILES	Insulin prom up	Insulin prom up cell count	human PMI inhibitors	T cell HTS	T cell HTS vesicle-bound %	b-catenin transl	b-catenin transl cell count 5 µM	Autophagy HCS	Autophagy HCS cell loss 18 h	Lipid droplet	Lipid droplet cells 6.5 µM	PMI inhibitors	MT stabilize HCS	MT stabilize HCS Hoechst-high %	MT stabilize HCS cytotoxicity %	TNAP activators
Oc1cccc(C=NCc2ccccc2)c1	-0.89	962	-1%	i	19	-0.1	1022	i	-11	7	803	1%	1.9	1.0	3.6	1
CC1(c2ccccc2)CC(C)(C)N2C(=O)C(=O)c3cccc1c32 (stereo not given)	0.14	1375	4%	i	29	0.1	989	i	-20	-48	688	3%	4.5	1.2	4.7	1
CCCN(CCC)S(=O)(=O)c1ccc(C(=O)OCCN2C(=O)c3cccc4c(N5CCOCC5)ccc(c34)C2=O)cc1	6.2*	1128*	-1%	i	51	2.9	431	+	0.7*	9	791	3%	3.2	3.7	3.0	1.1
Cc1cc(C)c(NC(=O)CSc2nnc(-c3ccccn3)n2N)c(Cl)c1	0.58	1068	nt	i	32	0.2	1309	nt	nt	4	726	nt	nt	nt	nt	nt
O=C(CSc1cn(CC(=O)N2CCCCC2)c2ccccc12)NCC1CCCO1 (stereo not given)	0.49	1257	-6%	i	31	0.1	1103	i	14	-12	682	0%	2.0	2.7	3.0	1.2
N#CC1=C(N)Oc2n[nH]c(-c3cccs3)c2C1c1ccco1 (stereo not given)	-0.04	1126	7%	i	32	1.1	1059	i	-1	-17	722	13%	3.5	1.3	2.2	1.2
C=CCn1cc(-c2cccc(Cl)c2)cc(C#N)c1=O	0.07	996	-3%	i	54	nt	nt	i	11	-1	761	-8%	1.4	1.1	1.9	1.1
O=C(NCc1cccnc1)c1ccc(N2CCOCC2)c([N+](=O)[O-])c1	0.74	1410	6%	i	60	0.3	1410	i	-3	-11	708	9%	2.2	2.2	9.5	1
COc1cc2c(cc1OC)C[N+](C)(C)CC2	0.42	1355	-1%	i	32	1.9	919	i	39	10	751	13%	1.3	0.6	3.4	1
N#Cc1cccc(C#N)c1Oc1ccc(S(=O)(=O)Nc2ccc(Cl)cc2)cc1	-0.97	1067	nt	i	37	0.6	1367	nt	nt	-15	735	nt	nt	nt	nt	nt
COCCn1cnnc1SCC(=O)c1ccc(S(=O)(=O)N2CCCC2)cc1	-0.22	812	8%	i	47	2.8	1157	i	-57	nt	nt	5%	2.6	1.9	15	1.1
Cc1ccc(SCC(=O)NCCC2=CCCCC2)cc1	0.4	1344	7%	i	29	0.4	1422	i	-3	nt	nt	6%	0.4	1.3	6.5	1.1
CN(CC(=O)Nc1ccccc1Br)Cc1nc2ccccc2c(=O)[nH]1	nt	nt	-2%	i	14	-0.6	1119	i	31	-6	685	1%	2.8	1.2	8.3	1.2
COc1cc2ccc(=O)oc2cc1OCC(O)C(C)(C)O (stereo not given)	0.24	1042	nt	i	61	-0.9	1193	nt	nt	12	769	nt	nt	nt	nt	nt
Cc1ccc(N(C(C)C(=O)NCc2ccncc2)S(C)(=O)=O)cc1C (stereo not given)	1.4	1270	6%	i	67	-2.8	1079	i	-3	21	685	1%	3.6	3.0	3.4	1
Cc1ccnc(NC(=S)NC(=O)c2cccs2)c1	0.2	1472	-6%	i	44	-3.0	1062	i	-9	7	561	12%	1.7	2.3	0.1	1
CC(OC(=O)c1cccnc1Cl)C(=O)Nc1ccc(S(N)(=O)=O)cc1 (stereo not given)	0.47	1104	-29%	i	23	-2.9	1049	i	29	-30	621	-27%	4.3	0.8	5.5	1
Cc1ccc(C)c(NC(=O)c2ccc(OC(=O)c3ccco3)cc2)c1	nt	nt	-7%	i	12	nt	nt	i	-7	4	755	-8%	0.9	2.0	10	1.1
CCCCn1c(=O)[nH]c(=O)c2c(C(=O)OCC)cc(-c3cccs3)nc21	-0.61	1190	6%	i	45	2.6	1069	i	-9	11	700	3%	4.4	2.5	9.0	1.1

Bioassay records (PubChem)
